Dynein cargo inh: blocks dynein driven cargo transport along microtubules; 3617.4 mouse cells, GR-EGFP nuclear translocation imaging; test concentration mostly 20 µM; stimulated with dexamethasone, 1 µM; hits give low values; z-score, hits read low; 220,000 tested, 0.47% active; AID 1381;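 active means plate z-score of nuclear minus cytoplasmic receptor signal below a set negative limit, without overly bright fluorescence or cell loss, cut at about -3.5 in these data, passing the limit was not always enough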;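 further: z-score of nuclear minus cytoplasmic ring GR-EGFP intensity difference per well; some compounds called inactive have numbers as strong as hits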
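Also added – dexamethasone, 1.0 µM final · Buffer or medium – tet-free, stripped-serum medium · Schedule – induction 48 h, compound 1 h, agonist 30 min · Detection – formaldehyde fixation, Hoechst nuclear stain, 10x automated fluorescence imaging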
P. falciparum M1AAP: malaria alanyl aminopeptidase activity blockers – biochemical, fluorogenic H-Leu-NHMec substrate, 1536-well (AID 1445) | recombinant M1AAP, H-Leu-NHMec fluorogenic kinetic assay; higher % means a stronger effect | inhibition, % at 30 µM; hits with a dose series show IC50 in µM | 220,000 tested, 0.42% active;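 active means primary inhibition above the hit cutoff, then over 50% inhibition at one or more dose response concentrations, cut at about 23% in these data, passing the limit was not always enough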;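 further: plate controls were DMSO full reaction for no effect and no enzyme background for full effect; strong numbers were not always called active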
M17LAP inhibition: P. falciparum M17LAP inhibitors, primary screen, biochemical, fluorogenic H-Leu-NHMec substrate, 1536-well (AID 1619); inhibition, % at 30 µM; hits with a dose series show IC50 in µM; 220,000 tested, 0.38% active; recombinant M17LAP, H-Leu-NHMec fluorogenic kinetic assay; higher % means a stronger effect;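 active means compound inhibiting the enzyme by more than half at any dose during confirmatory dose-response retesting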;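 further: plate controls were full reaction with DMSO carrier for no effect and no enzyme background for full effect; strong numbers were not always called active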
ER stress rescue: rescue of cells from ER stress-induced death, primary screen, 384-well, CSM14.1, thapsigargin, ATP luminescence (AID 1222); CSM14.1 thapsigargin-induced death rescue, ATP luminescence; higher % means a stronger effect; cellular ATP content (survival), % at 20 µM; hits with a dose series show EC50 in µM; 190,000 tested, under 10 active;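 active means EC50 below 50 µM in the dose-response confirmation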;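 further: death triggered by thapsigargin at about 15 µM added after 2 h compound pretreatment; cell ATP read after overnight thapsigargin exposure of roughly 18 to 22 hours; normalized against plate controls of thapsigargin alone and 5% DMSO vehicle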
Autophagy mod: alters autophagy in cells. 190,000 tested, 0.98% active. AID 463193. calls only at 10 µM (by protocol). MEF GFP-LC3 puncta imaging; test concentration mostly 10 µM;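 active means percentage of spot-positive cells more than 3 SD above its plate mean, without a fluorescence outlier flag or 80% toxicity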;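 further: spot-positive cell cutoff set from DMSO-treated cells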
b-catenin transl: modulators of beta-catenin nuclear translocation; AID 1665; HeLa beta-catenin nuclear translocation, immunofluorescence imaging; nuclear translocation activity, % at 5 µM; 190,000 tested, 0.3% active;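 active means nuclear translocation activity above 50% at 5 µM, with a well cell count of 50 or more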;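 further: per-cell ratio of nuclear to cytoplasmic median beta-catenin stain intensity; plate controls were DMSO negative control for no effect and GSK-3 inhibitor IX positive control for full effect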
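Test system: HeLa cells, endogenous beta-catenin; Compound: single 5 µM dose plus 0.02–20 µM confirmation series; Times: compound exposure 24 h at 37°C; Signal: fluorescence imaging of beta-catenin antibody stain plus DAPI; Read-out: % activation, nuclear-to-cytoplasmic median beta-catenin signal ratio per cell.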
MT stabilizer: stabilizes microtubules in HeLa cells. HeLa tubulin immunostaining HCS, 24 h; share of cells brighter than vehicle mean+2SD. % tubulin-high responders, % at 10 µM. 200,000 tested, 0.83% active;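 active means plate Z-score above 3 for both tubulin-high and condensed-nucleus cell shares, with cell loss under 80%, at 10 µM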;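 further: anti alpha tubulin signal scored within the nucleus-defined area of each cell; some results filed as inactive read as strong as hits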
Ins promoter up: MIN6 insulin promoter up-regulation. z-score at 5 µM. AID 1625. MIN6 insulin promoter-GFP reporter, high-content imaging; hits give high values. 190,000 tested, 0.3% active;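 active means z-score above 3 at 5 µM with at least 500 cells counted in the well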
K1F lysis inhibition: inhibition of K1F phage lysis, E. coli UTI89, bacterial capsule biogenesis inhibitors, alamar blue (AID 488966). E. coli UTI89 K1F phage lysis, alamar blue, 2 h; higher % means a stronger effect. 340,000 tested, 0.02% active. inhibition, % at 100 µM; hits with a dose series show IC50 in µM;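 active means phage lysis inhibition, versus mean bacterial control, above a set limit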;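 further: capsule biogenesis inhibitors block K1F phage lysis so surviving cells raise fluorescence; higher fluorescence means more inhibition of phage lysis; actives were called in the ten point dose series up to 300 µM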
Dynein cargo inh cytoplasmic EGFP: recorded beside Dynein cargo inh, whose call it bears; z-score; measured here: cytoplasmic GR-EGFP intensity; hits give high values
Dynein cargo inh nuclear GR-EGFP: recorded beside Dynein cargo inh, whose call it bears; z-score; measured here: nuclear GR-EGFP intensity;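 lower value marks the stronger effect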
Dynein cargo inh cell count: also measured in Dynein cargo inh; calls as there; z-score; measured here: cell count per field
Ins promoter up cell count: also measured in Ins promoter up; calls as there; cell count; measured here: cytotoxicity, nuclei count;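 total cells summed across four imaged fields per well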
b-catenin transl cell count 5 µM: second read-out of b-catenin transl, no call of its own (marks repeat the call); cell count; measured here: cell count, cytotoxicity flag
MT stabilizer Hoechst-high %: also measured in MT stabilizer; calls as there; % Hoechst-high responders; measured here: nuclear condensation Hoechst responders;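 share of cells brighter than vehicle mean plus two SD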
MT stabilizer cytotoxicity %: second read-out of MT stabilizer, no call of its own (marks repeat the call); toxicity, %; measured here: cytotoxicity by cell density;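 0% = mean cell density of plate MIN control wells and 100% = no cells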
Autophagy mod cell loss 18 h: second read-out of Autophagy mod, no call of its own (marks repeat the call); toxicity, %; measured here: cell loss, nuclei count;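 cell loss after 18 h compound exposure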
Starred values were filed as active, the others as inactive; i = inactive; . = not tested or not shown; [ ] = remark or other dose.

SMILES	Dynein cargo inh	Dynein cargo inh cytoplasmic EGFP	Dynein cargo inh nuclear GR-EGFP	Dynein cargo inh cell count	P. falciparum M1AAP	M17LAP inhibition	ER stress rescue	Autophagy mod	Autophagy mod cell loss 18 h	b-catenin transl	b-catenin transl cell count 5 µM	MT stabilizer	MT stabilizer Hoechst-high %	MT stabilizer cytotoxicity %	Ins promoter up	Ins promoter up cell count	K1F lysis inhibition
CCS(=O)(=O)Nc1cc(-c2nc3cccnc3s2)ccc1C	-0.36	-0.14	-0.00077	0.33	4%	20%	-2.4%	i	14	-0.2	1028	8.1	3.1	5.5	-0.48	1869	7.1%
Cc1sc(N)nc1-c1cccs1	-0.21	-0.18	0.28	-0.6	-3%	13%	-2.7%	i	-11	-3.2	526	3.3	1.7	3.7	.	.	-0.1%
COc1ccc(-c2nc(NC(=O)Cn3ccc(C(F)(F)F)n3)sc2C)cc1	-0.19	-0.046	0.15	0.054	-5%	4%	3.9%	i	-18	.	.	1.2	1.3	18	-0.25	871	-0.3%
Cc1ccc(C(=O)OC2CCN(c3ccc([N+](=O)[O-])cc3)CC2)cc1	-0.84	-0.27	-0.18	0.2	-1%	9%	-0.9%	i	17	-4.7	877	3.3	1.5	2.8	0.65	1325	0.0%
CC(c1ccccc1)N1C(=O)/C(=C/c2ccncc2)SC1=S (stereo unspecified)	-0.69	-0.24	0.28	-0.18	-2%	-2%	.	.	.	1.2	1330	.	.	.	-0.37	650	0.5%
O=C1c2cccc3c(Nc4ccccc4Cl)c([N+](=O)[O-])cc(c23)C(=O)N1CCO	-0.42	-0.22	-0.31	0.31	2%	-4%	2.1%	i	3	-5.0	1492	0.8	2.2	6.5	0.45	1418	-0.2%
Cc1cc2ccccc2n1CCNC(=O)C(C)Oc1ccccc1 (stereo unspecified)	-0.93	0.14	-0.28	0.54	11%	-1%	-2.2%	i	4	-0.2	1088	1.7	5.1	5.8	1.1	1897	2.5%
CC(=O)c1sc(Nc2nc(C)cc(C)n2)nc1C	0.19	-0.16	-0.085	0.45	1%	0%	-1.2%	i	-22	-2.3	1001	5.7	2.8	4.2	0.75	749	0.1%
O=C1OC2(O)C3C4C=CC(C4)C3C(=O)N2c2ccccc21 (stereo unspecified)	1	0.084	1	-2.2	0%	9%	.	.	.	0.3	1313	.	.	.	-1	998	0.3%
Clc1ncccc1-c1nnn(-c2ccccc2)n1	2.2	0.39	1.8	-2	-3%	-9%	-2.6%	i	11	3.7	1023	1.1	0.4	1.4	0.23	1325	4.8%
CCOc1ccc(N=C(NC#N)SCC)cc1	-0.81	-0.18	-0.012	2.8	-1%	14%	-2.6%	i	0	1.7	958	4.1	2.7	98	.	.	0.2%
CC(C)Oc1ccc(C(CC(=O)O)NC(=O)c2cccs2)cc1 (stereo unspecified)	1.1	0.092	0.43	-0.19	0%	11%	-1.4%	i	-5	1.7	1166	1.3	1.2	17	-0.28	999	4.4%
O=C(O)C1CCCCC1C(=O)NCc1ccncc1 (stereo unspecified)	0.12	-0.28	-0.28	0.8	1%	-5%	-1.1%	i	-12	1.6	410	5.9	1.8	12	0.95	1263	1.5%
O=C(Nc1ccc(NC(=O)C23CC4CC(CC(C4)C2)C3)cc1)c1cc(F)c(F)cc1Cl	0.25	-0.24	0.32	-0.71	1%	-2%	-1.4%	i	2	1.1	1114	3.2	3.2	4.6	0.01	1489	0.5%
Cc1cc(NC(=O)c2ccc(F)cc2F)n(-c2nc3ccccc3[nH]2)n1	-0.29	-0.18	0.27	0.81	-4%	-1%	-0.9%	i	-24	1.0	883	3.2	2.4	8.6	0.02	1453	3.2%
COc1cccc2cc(-c3ccnc(N)n3)oc12	-0.14	-0.25	0.2	0.43	1%	-2%	-1.2%	i	2	-1.7	1087	5.7	1.3	10	0.75	1201	0.1%
Cc1ccccc1CNc1ccc(C(CC(N)=O)NC(=O)c2ccccc2)cc1[N+](=O)[O-] (stereo unspecified)	0.54	-0.64	0.21	-0.27	5%	11%	.	.	.	-0.7	1346	.	.	.	-0.6	932	12%
CCN(CC)c1ccc(/C=N/N2CCN(Cc3cccc4ccccc34)CC2)c(O)c1	-0.4	-0.2	0.37	0.85	5%	6%	-0.3%	i	-21	1.1	1353	2.4	1.9	4.3	-0.89	1136	1.6%
Cc1cc(C)nc(Sc2ncnc(N)c2[N+](=O)[O-])n1	-5.4*	2.7*	-2.1*	-0.36*	10%	11%	-3.5%	i	-9	-6.8	1123	2.4	3.1	14	-0.19	1533	0.1%
CC(=O)N1CCCc2cc(S(=O)(=O)N(C)Cc3ccccc3)ccc21	-0.5	-0.28	0.24	1.6	-3%	-11%	-1.9%	i	8	.	.	3.9	1.7	8.6	1.3	1202	-0.6%
O=Cc1ccc(OCc2cn3ccccc3n2)cc1	-0.6	0.0014	-0.4	0.069	3%	22%	-0.6%	i	15	-2.9	1172	3.9	0.7	12	-0.52	1367	-0.1%
CCOc1ccc(C(=O)NCC(=O)OCC(=O)NC2CCCC2)cc1	0.21	-0.38	-0.52	0.73	3%	12%	-0.3%	i	12	-4.1	1121	1.6	1.7	6.9	1.1	1427	-1.1%
CN1CCC(Oc2ccc(Sc3ccccc3)cc2)CC1	-0.87	-0.29	-0.74	0.79	9%	-7%	-2.6%	i	-3	4.9	430	2.8	3.2	3.0	0.06	1012	2.6%[50 µM]
CS(=O)(=O)N(CCc1ccccc1)CC(=O)NCc1ccccn1	-0.71	-0.2	-0.3	1.5	2%	-2%	-1.8%	i	1	0.5	1063	1.0	1.3	5.4	-0.41	1362	0.2%
CCn1c(SCC(=O)Nc2cc(C)ccc2C)nnc1-c1cnccn1	-1.5	-0.26	-0.29	1.4	3%	1%	-0.1%	i	-7	-5.2	1001	4.4	2.3	1.1	-0.38	1286	0.0%
O=C(N=C1SCC(=O)N1c1ccccc1)c1ccco1	0.078	0.17	0.47	-0.99	10%	6%	-5.6%	i	34	-7.4	1185	2.1	1.3	5.5	0.32	919	0.9%
CC(C)CNC(=O)COC(=O)c1cccc(S(=O)(=O)NCC(F)(F)F)c1	1.4	-0.091	1.9	-2.9	-1%	0%	.	.	.	-0.2	1325	.	.	.	0.57	899	0.0%
CCCn1c(SCC(=O)c2cc(C)c(C)cc2C)n[nH]c1=O	0.46	-0.055	0.37	0.054	1%	16%	4.5%	i	7	-7.0	1233	3.1	2.5	8.3	-0.24	912	0.1%
CC(=O)NN1C(=O)c2ccc(Oc3ccc([N+](=O)[O-])cc3)cc2C1=O	-0.77	-0.12	-0.14	1.1	9%	13%	-1.1%	i	30	-1.8	1383	3.0	1.5	5.1	0.31	1687	1.0%
O=C(O)CCC(=O)N1CCC(n2nnc3cc(C(F)(F)F)ccc32)CC1	0.16	-0.18	0.62	-0.3	6%	-1%	.	.	.	1.0	1287	.	.	.	-1.6	1051	0.0%
CCc1ccc(OCC(=O)N(CC)CC)cc1	-0.67	0.24	-0.044	0.36	-1%	-2%	-1.1%	i	7	0.7	1021	8.7	2.1	7.4	-0.16	1108	0.6%
CCCCn1c2ccccc2c2cc(CC(N)=O)ccc21	-0.65	-0.21	-0.42	0.55	2%	-9%	.	.	.	-1.4	1270	.	.	.	.	.	0.4%
COc1ccc(-n2c(SCC(=O)NC3CCCCC3)nc3ccsc3c2=O)cc1	-0.81	-0.25	-0.3	1.7	0%	3%	-2.2%	i	0	-1.8	816	2.1	1.0	3.2	-0.38	1388	0.3%
COC(=O)c1ccc(NC(=O)c2ccccc2N(C)S(C)(=O)=O)cc1	-0.22	-0.24	-0.1	-0.14	14%	-2%	-2.4%	i	-9	-0.5	1127	2.1	1.5	4.2	0.47	1378	8.9%
COC1(c2ccccc2)NC(=S)NN=C1c1ccccc1 (stereo unspecified)	0.53	-0.24	0.31	0.6	6%	44%	-3.7%	i	1	-13	1214	2.6	1.5	10.0	.	.	-0.3%
C=CCn1c(SCC2=C(C(=O)OCC)C(C)NC(=O)N2)nnc1C1CCCCC1 (stereo unspecified)	0.73	-0.12	0.88	1	4%	-9%	.	i	-2	-0.4	1027	3.7	1.7	3.0	1.1	1176	-0.2%
Cc1n[nH]c(C)c1CCN(C)Cc1cn(C)nc1-c1ccccc1F	-0.34	-0.37	-0.11	1.5	0%	-1%	-1.0%	i	-2	2.7	1000	1.2	2.7	6.2	-0.15	1356	0.3%
COc1cc2c(C(=O)NCCCN3CC(C)CC(C)C3)cn(CC(C)C)c(=O)c2cc1OC (stereo unspecified)	-0.12	-0.14	-0.048	0.42	2%	9%	-1.1%	i	3	6.4	1354	6.5	2.9	7.6	-0.48	1191	-0.2%
COC(=O)c1c(NC(=O)c2ccoc2C)sc2c1CCC2	0.0083	-0.12	0.017	0.14	4%	-16%	.	i	-8	0.2	1054	3.0	1.6	5.9	0.25	951	1.6%

Assay outcomes deposited in PubChem by several laboratories.
